# Screening data as filed in PubChem.
# KOR beta-arrestin-1: KOR antagonists, beta-arrestin recruitment, cell-based, luminescence, uHTS (AID 1778). KOR beta-arrestin recruitment, luminescence, antagonist mode; higher % means a stronger effect. inhibition, % at 10 µM, or IC50 in µM where a hit was titrated. 290,000 compounds, 0.091% hits; in the data active = inhibition above about 50%; also: strong numbers were not always called active
# GPR55 antagonists: GPR55 antagonists blocking LPI-driven arrestin recruitment, primary screen, imaging, U2OS, beta-arrestin-GFP, LPI agonist (AID 2013). U2OS GPR55 beta-arrestin-GFP translocation imaging, LPI antagonism; higher % means a stronger effect. inhibition, % at 10 µM; hits with a dose series show IC50 in µM. 290,000 compounds, 0.13% hits;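 active = spots per cell inhibited over 60%, with over 100 cells counted and total cytoplasm intensity under 500,000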;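 also: U2OS cells stably carrying GPR55 and arrestin-GFP stimulated by 5 µM LPI near EC80; imaged beta-arrestin-GFP aggregate spots per cell after agonist stimulation; plate controls were LPI-stimulated DMSO wells for no effect and DMSO wells without LPI for full effect; some results filed as inactive read as strong as hits; confirmed hits need IC50 under 10 µM and bright autofluorescent wells are also inconclusive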
# NS5 inhibitors: Dengue-2 NS5 methyltransferase inhibitors, primary screen, biochemical, confirmation dose response (AID 588689) | 340,000 compounds, 0.3% hits | Dengue-2 NS5 methyltransferase capping enzyme assay, biochemical; higher % means a stronger effect | inhibition, % at 25 µM, or IC50 in µM where a hit was titrated; in the data active = a potency from the dose series
# HIV fusion peptide: cell-free HIV fusion peptide-binding blockers – biochemical, uHTS, fluorescence dequenching, primary screen (AID 1986); cell-free peptide binding, fluorescence dequenching, 30 min; higher % means a stronger effect; 290,000 compounds, 0.3% hits; one-dose inhibition, % at 20 µM; IC50 in µM for titrated hits; in the data active = inhibition mostly above about 52%, no sharp cut-off; inactive = mostly below about 76%; also: some results filed as inactive read as strong as hits
# GPR35 antagonists: GPR35 antagonists blocking zaprinast-driven arrestin recruitment, primary screen, imaging, U2OS, beta-arrestin-GFP, zaprinast agonist (AID 2058). one-dose inhibition, % at 10 µM; IC50 in µM for titrated hits. 290,000 compounds, 0.052% hits. U2OS GPR35 beta-arrestin-GFP translocation imaging, zaprinast antagonism; higher % means a stronger effect;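 active = inhibition of at least 50% with at least 30 cells and total cytoplasm GFP at most 10,000,000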
# KOR beta-arrestin-2: kappa opioid receptor activators – cell-based, luminescence, uHTS, primary screen (AID 1777). KOR beta-arrestin recruitment, luminescence; higher % means a stronger effect. activation, % at 10 µM, or EC50 in µM where a hit was titrated. 280,000 compounds, 0.02% hits; in the data active = activation above about 50%, passing the limit was not always enough; also: a part of the inactive calls stands beside numbers as strong as those of hits
# NOD1 NF-kB reporter: NOD1 signaling inhibitors, primary screen, cell-based, luminescence, uHTS (AID 1578). NOD1-driven NF-kB luciferase reporter cells, luminescence; higher % means a stronger effect. inhibition, % at 4 µM, or EC50 in µM where a hit was titrated. 290,000 compounds, 1% hits; in the data active = inhibition mostly above about 36%, no sharp cut-off; inactive = mostly below about 34%;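 also: HEK-293T reporter cells stimulated with the NOD1 agonist gamma-tri-DAP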
# GPR55 activation: GPR55 agonists via beta-arrestin recruitment, primary screen, imaging, U2OS cells, beta-arrestin-GFP redistribution (AID 1961); U2OS GPR55 beta-arrestin-GFP redistribution imaging; higher % means a stronger effect; activation, % at 10 µM, or EC50 in µM where a hit was titrated; 290,000 compounds, 0.048% hits;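 active = activation above 40% with more than 50 cells counted in the well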;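 also: U2OS osteosarcoma cells stably expressing GPR55 and beta-arrestin-GFP; plate controls were DMSO negative control for no effect and LPI positive control for full effect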
# West Nile antiviral: West Nile virus antiviral activity, cell-based, CPE readout (AID 1621); 290,000 compounds, 0.02% hits; West Nile virus-infected cells, CPE inhibition; higher % means a stronger effect; CPE inhibition, % at 10 µM, or IC50 in µM where a hit was titrated; in the data active = a potency from the dose series; also: strong numbers were not always called active
# NS5 inhibitors pilot replicate: also measured in NS5 inhibitors; calls as there; inhibition, %; measured here: pilot screen replicate inhibition
# Starred values were filed as active, the others as inactive; · = no result given; [ ] = remark or other dose. Not all compounds are listed (hit frequency here may not be typical).
SMILES,KOR beta-arrestin-1,GPR55 antagonists,NS5 inhibitors,HIV fusion peptide,GPR35 antagonists,KOR beta-arrestin-2,NOD1 NF-kB reporter,GPR55 activation,West Nile antiviral,others
O=C1C(=O)N(CC2CCCO2)C(c2ccco2)/C1=C(/O)c1ccc(F)cc1 (stereo unspecified),-2%[20 µM],6%,-2%,-1.7%,-17%,-1.5%,-20%,0.2%,1.3%,
O=C(O)Cn1nnnc1SCC(=O)Nc1ccccc1F,-15%,6%,-1%,0.2%,3%,-2.8%,-17%,0.2%,0.4%,
CCc1ccc(NC(=O)c2sc3nc4n(c(=O)c3c2C)CCC4)cc1,-13%,2%,3%,0.2%,7%,3.2%,-47%,-0.4%,0.0%,
COCCN(C(=O)Cn1c(C(F)(F)F)nc2ccccc21)c1c(N)n(Cc2ccccc2)c(=O)[nH]c1=O,·,19%,-4%,1.5%,-2%,·,-33%,-0.1%,-0.1%,
CCCn1c(CCC(=O)O)ccc1-c1ccc(OC)cc1,-62%,-21%,-1%,11%,0%,4.6%,3%,-0.1%,0.2%,
c1ccc(Cn2ncc3c(Nc4ccccc4)ncnc32)cc1,30%,10%,-5%,-0.1%,9%,8.7%,-1%,0.3%,-0.1%,
CC1CN(CC(=O)Nc2cc(S(=O)(=O)N3CCCC3)ccc2Cl)CC(C)O1 (stereo unspecified),-32%,11%,1%,-0.4%,-14%,-0.6%,-30%,-0.2%,-1.2%,
COC(=O)c1cc(S(=O)(=O)Nc2cccc(S(N)(=O)=O)c2)oc1C,5%,0%,2%,-1.7%,19%,·,-8%,-0.2%,-0.1%,
COCCCn1c(C)nnc1SCC(=O)Nc1cccc(C)c1,-16%,18%,-5%,2.7%,2%,3.2%,28%,0.2%,-0.4%,
Cc1c(Br)ccc(NC(=O)Cn2nc(-c3cccs3)ccc2=O)c1C,-29%,-5%,-13%,15%,6%,-0.4%,-9%,-0.1%,-1.2%,
COc1ccc(O)c(-c2cc(-c3ccccc3[N+](=O)[O-])[nH]n2)c1,-14%,18%,4%,-0.8%,-2%,2.6%,-18%,-0.1%,-0.4%,
N#Cc1cnn(Cc2ccccc2)c1N,15%,17%,1%,1.5%,-1%,-2.9%,10%,-0.3%,0.4%,
N#Cc1ccc(COC(=O)C2CCC(=O)N2)cc1 (stereo unspecified),12%,-12%,1%,-2.6%,8%,-2.5%,8%,-0.1%,0.7%,
Cc1c(NC(=O)c2ccc3c(c2)OCO3)cccc1-c1nc2ccccc2o1,-16%,0%,-2%,-1.5%,3%,-2.4%,0%,-0.3%,-0.1%,
CC1CCC2(CC1)NC(=O)N(CC(=O)Nc1ccc(N3CCOCC3)cc1)C2=O (stereo unspecified),12%,5%,·,0.3%,-1%,1.0%,4%,0.2%,-0.5%,
CCOC(=O)NC(=O)/C(C#N)=C(/C)N(C)C,4%,-2%,2%,-1.2%,-6%,-3.9%,-35%,0.1%,0.1%,
COC(=O)c1c(C)noc1-c1snnc1C,13%,-11%,·,-0.7%,-3%,2.2%,-1%,0.5%,-0.1%,
Cc1ccc2[nH]c(O)c(N=O)c2c1,-9%,12%,-8%,0.1%,12%,-2.8%,-9%,-0.2%,0.3%,
CCOc1ncccc1C(=O)OCC(=O)N1CCc2ccccc21,-18%,1%,-14%,-1.0%,-5%,-0.3%,-40%,-0.2%,0.0%,
CCC(C)NC(=O)COc1ccc(Br)c(C)c1 (stereo unspecified),-11%,11%,-1%,1.3%,0%,0.8%,1%,0.2%,-0.9%,
N#CC1(C#N)C(C(=O)C23CC4CC(CC(C4)C2)C3)C12CCOCC2 (stereo unspecified),-3%,7%,1%,1.2%,5%,-4.4%,-22%,1.2%,0.4%,
COC(=O)c1ccc(NC(=O)c2ccc(C)cc2)o1,-26%,18%,5%,3.4%,-4%,2.0%,-46%,0.3%,1.1%,
O=S(=O)(Nc1cc(Sc2ncn[nH]2)c(O)c2ccccc12)c1ccccc1,-41%,10%,·,8.0%,-11%,1.5%,-2%,-0.6%,-2.0%,
CCOc1cc(S(=O)(=O)Nc2ccccn2)ccc1F,2%,4%,-6%,0.3%,-2%,-1.2%,-2%,0.3%,-0.1%,
CC(C)OC(=O)CC12CN(C)CC(CC(=O)OC(C)C)(CN(C)C1)C2=O,6%,10%,-7%,0.4%,14%,4.6%,-1%,-0.1%,1.7%,

# Ordered by number of heavy atoms (smallest number first): five of the compounds above.
SMILES,KOR beta-arrestin-1,GPR55 antagonists,NS5 inhibitors,HIV fusion peptide,GPR35 antagonists,KOR beta-arrestin-2,NOD1 NF-kB reporter,GPR55 activation,West Nile antiviral,others
COC(=O)c1c(C)noc1-c1snnc1C,13%,-11%,·,-0.7%,-3%,2.2%,-1%,0.5%,-0.1%,
CCC(C)NC(=O)COc1ccc(Br)c(C)c1 (stereo unspecified),-11%,11%,-1%,1.3%,0%,0.8%,1%,0.2%,-0.9%,
CCCn1c(CCC(=O)O)ccc1-c1ccc(OC)cc1,-62%,-21%,-1%,11%,0%,4.6%,3%,-0.1%,0.2%,
N#CC1(C#N)C(C(=O)C23CC4CC(CC(C4)C2)C3)C12CCOCC2 (stereo unspecified),-3%,7%,1%,1.2%,5%,-4.4%,-22%,1.2%,0.4%,
CCc1ccc(NC(=O)c2sc3nc4n(c(=O)c3c2C)CCC4)cc1,-13%,2%,3%,0.2%,7%,3.2%,-47%,-0.4%,0.0%,

# Going on with the list:
SMILES,KOR beta-arrestin-1,GPR55 antagonists,NS5 inhibitors,HIV fusion peptide,GPR35 antagonists,KOR beta-arrestin-2,NOD1 NF-kB reporter,GPR55 activation,West Nile antiviral,others
O=C1CCCN1CC1CCN(Cc2nc(CC3CC3)no2)CC1,-26%[20 µM],13%,-4%,0.0%,4%,1.7%,7%,0.2%,-0.7%,
Cc1nc2cc(N)ccc2n1C1CCCCC1,-2%,-17%,-8%,-0.3%,12%,-2.5%,-8%,0.2%,-0.9%,
O=C1NC(c2ccc3c(c2)OCO3)Oc2ccccc21 (stereo unspecified),10%,3%,3%,-2.0%,-18%,5.9%,14%,0.2%,-0.3%,
O=c1c2cc(-c3ccccc3)sc2nc2n1N=C(c1ccccc1)CS2,-2%,3%,-2%,-1.2%,6%,2.3%,-7%,-0.1%,-0.2%,
Cc1ccc(N(C(=O)c2csnn2)C(C(=O)NC2CCCC2)c2cccnc2)c(C)c1 (stereo unspecified),-55%,-3%,-3%,-0.6%,8%,1.3%,-16%,0.3%,-0.6%,
COc1ccccc1OC(=O)CCN1c2ccccc2Sc2ccccc21,-12%,27%,-4%,-0.6%,6%,1.3%,-10%,2.8%,-0.5%,
O=C(NC(=S)Nc1ccc(Cl)cn1)c1cccs1,-26%,-7%,2%,-1.4%,18%,3.5%,10%,0.2%,0.0%,
Cc1sc2nc(SCC(=O)Nc3ccc(S(=O)(=O)NCCCC(=O)O)cc3)[nH]c(=O)c2c1C,-7%,4%,7%,8.7%,-6%,-4.0%,-19%,-0.6%,1.3%,
N=c1c2c(-c3ccccc3)c(-c3ccccc3)oc2ncn1Cc1ccco1,0%,28%,-7%,-1.0%,-6%,6.2%,-2%,-0.1%,-0.3%,
O=C1CSC(c2ccc(F)cc2)N1c1nnc(C23CC4CC(CC(C4)C2)C3)s1 (stereo unspecified),8%,8%,·,-2.7%,22%,-2.0%,-7%,-0.1%,0.0%,
O=[N+]([O-])c1ccc2[nH]c(O)c(N=Nc3ccc(F)cc3)c2c1,-25%,3%,7%,10%,10%,12%,-6%,0.0%,0.1%,
O=C(Nc1ccc2oc(-c3cccnc3)nc2c1)c1ccc(Br)o1,13%,-8%,1%,-3.0%,6%,-3.7%,-16%,-0.1%,0.5%,
CCCCn1c(N)c(N(CC)C(=O)c2ccc(Cl)c([N+](=O)[O-])c2)c(=O)[nH]c1=O,-10%,4%,-10%,2.2%,-14%,14%,23%,0.7%,-0.1%,
Cc1ccc(S(=O)(=O)N(CCC#N)CCN2CCCC2)cc1,-7%,2%,-1%,-2.2%,12%,3.3%,-4%,-0.2%,-0.2%,
COC(=O)CSc1nnc(CNS(=O)(=O)c2ccc(Br)cc2)n1C,-16%[20 µM],4%,2%,0.3%,3%,-1.7%,-3%,-0.1%,0.6%,
OCCc1c[nH]c2ccc(OCc3ccccc3)cc12,-2%,14%,-14%,-1.4%,5%,-4.7%,-4%,1.4%,0.0%,
CC(C)C(=O)Nc1nc2c(ncn2C2CC(O)C(CO)O2)c(=O)[nH]1 (stereo unspecified),-10%,5%,-5%,-0.9%,12%,4.7%,-19%,0.2%,0.8%,
Cc1c(CNCCc2ccc(Cl)cc2)c(C(=O)O)c(C)n1Cc1ccccc1,-9%,1%,-6%,0.0%,-6%,-1.7%,-44%,-0.1%,-0.3%,
CCOC(=O)c1cc(NC(=O)c2ccc(OC)cc2)c(=O)oc1-c1ccccc1,-27%,-4%,-9%,9.0%,10%,3.1%,-13%,0.6%,0.1%,
CCCc1cc(=O)oc2cc(OCC(=O)NCC(O)c3ccccc3)ccc12 (stereo unspecified),8%,7%,-11%,0.4%,4%,-0.6%,-27%,-0.2%,-0.4%,
CC(=O)c1nn(-c2cccc(C(F)(F)F)c2)c(=O)[nH]c1=O,9%,-6%,2%,-2.3%,1%,-2.8%,-4%,0.4%,-0.4%,
Cc1c(C)n(C)c2ccc(C(=O)NCCCN3CCCCC3)cc12,-68%,-1%,-2%,-3.1%,5%,5.0%,16%,-0.2%,-0.4%,
Cc1ccccc1C(=O)NNC(=O)C(C)N1C(=O)c2ccccc2C1=O (stereo unspecified),-11%,3%,-2%,2.4%,6%,-4.4%,-15%,0.1%,-0.3%,
Cc1cc(OCc2cc(C(=O)NC3CCC3)no2)cc(C)c1Cl,-10%,1%,-6%,-2.2%,-4%,6.8%,19%,-0.1%,1.3%,
CC(C)CN1C(=O)c2ccc(NC(=O)Cc3ccccc3)cc2C1=O,-50%[20 µM],0%,-15%,-0.4%,3%,-0.3%,-4%,0.6%,0.0%,
CCOc1ccccc1NC(=O)C(Sc1ccccc1)c1ccccc1 (stereo unspecified),16%,23%,-5%,-0.9%,11%,-2.6%,-19%,-0.1%,-0.2%,
CCN=c1scc(-c2ccccc2)n1/N=C/c1ccccn1,22%,10%,4%,-0.4%,-4%,-0.3%,28%,-0.2%,0.2%,
CCn1c(=O)c([N+](=O)[O-])c(NC2CCS(=O)(=O)C2)c2ccccc21 (stereo unspecified),14%,8%,7%,-0.7%,1%,-0.9%,-3%,-0.1%,0.5%,
COc1cccc(CN2CC(C(=O)NCc3ccc(C)c(F)c3)CCC2=O)c1 (stereo unspecified),-19%,2%,-9%,2.8%,-1%,3.7%,-14%,0.8%,-0.6%,
COc1cc2c(cc1OC)C1(NCC2)C(=O)Nc2ccccc21 (stereo unspecified),26%,-16%,6%,-1.6%,4%,-3.6%,10%,0.3%,0.1%,NS5 inhibitors pilot replicate=2.3
